NOD2 RIPK2 PPI = inhibitors of human NOD2-RIPK2 interaction | AID 624267 | 0.38% of 360,000 active | inhibition, % at 4.98 µM | O43353 | CHO BLA complementation NOD2-RIPK2, CCF4 ratio; in the data active = inhibition above about 21%;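 also: 0% = vehicle only and 100% = reference blocker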
COUP-TFII inh = NR2F2 (human) inhibition, primary screen | P24468 | HEK293T NGFI-A luciferase reporter, luminescence | inhibition, % at 8.6 µM | 0.7% of 370,000 active;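 active = inhibition above a per-plate cutoff, mean inhibition of test wells between control levels plus 3 SD, cut at about 38% in these data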;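 also: cells cotransfected with COUP-TFII expression vector driving the NGFI-A reporter; 0% = median of COUP-TF2 test wells and 100% = reporter-only cells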
SRC1 inh = inhibitors of human steroid receptor coactivator 1 (SRC1); HEK293 GAL4-SRC1 luciferase reporter, luminescence; inhibition, % at 3.6 µM; AID 588354; Q15788; 0.12% of 360,000 active;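 active = inhibition above the campaign mean plus 3 SD, with each screening campaign given its own cutoff, cut at about 60% in these data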;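 also: 0% = DMSO treated cells and 100% = gossypol at 36 µM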
Target sequence (Q15788 whole entry, looked up, the tested form may be a part): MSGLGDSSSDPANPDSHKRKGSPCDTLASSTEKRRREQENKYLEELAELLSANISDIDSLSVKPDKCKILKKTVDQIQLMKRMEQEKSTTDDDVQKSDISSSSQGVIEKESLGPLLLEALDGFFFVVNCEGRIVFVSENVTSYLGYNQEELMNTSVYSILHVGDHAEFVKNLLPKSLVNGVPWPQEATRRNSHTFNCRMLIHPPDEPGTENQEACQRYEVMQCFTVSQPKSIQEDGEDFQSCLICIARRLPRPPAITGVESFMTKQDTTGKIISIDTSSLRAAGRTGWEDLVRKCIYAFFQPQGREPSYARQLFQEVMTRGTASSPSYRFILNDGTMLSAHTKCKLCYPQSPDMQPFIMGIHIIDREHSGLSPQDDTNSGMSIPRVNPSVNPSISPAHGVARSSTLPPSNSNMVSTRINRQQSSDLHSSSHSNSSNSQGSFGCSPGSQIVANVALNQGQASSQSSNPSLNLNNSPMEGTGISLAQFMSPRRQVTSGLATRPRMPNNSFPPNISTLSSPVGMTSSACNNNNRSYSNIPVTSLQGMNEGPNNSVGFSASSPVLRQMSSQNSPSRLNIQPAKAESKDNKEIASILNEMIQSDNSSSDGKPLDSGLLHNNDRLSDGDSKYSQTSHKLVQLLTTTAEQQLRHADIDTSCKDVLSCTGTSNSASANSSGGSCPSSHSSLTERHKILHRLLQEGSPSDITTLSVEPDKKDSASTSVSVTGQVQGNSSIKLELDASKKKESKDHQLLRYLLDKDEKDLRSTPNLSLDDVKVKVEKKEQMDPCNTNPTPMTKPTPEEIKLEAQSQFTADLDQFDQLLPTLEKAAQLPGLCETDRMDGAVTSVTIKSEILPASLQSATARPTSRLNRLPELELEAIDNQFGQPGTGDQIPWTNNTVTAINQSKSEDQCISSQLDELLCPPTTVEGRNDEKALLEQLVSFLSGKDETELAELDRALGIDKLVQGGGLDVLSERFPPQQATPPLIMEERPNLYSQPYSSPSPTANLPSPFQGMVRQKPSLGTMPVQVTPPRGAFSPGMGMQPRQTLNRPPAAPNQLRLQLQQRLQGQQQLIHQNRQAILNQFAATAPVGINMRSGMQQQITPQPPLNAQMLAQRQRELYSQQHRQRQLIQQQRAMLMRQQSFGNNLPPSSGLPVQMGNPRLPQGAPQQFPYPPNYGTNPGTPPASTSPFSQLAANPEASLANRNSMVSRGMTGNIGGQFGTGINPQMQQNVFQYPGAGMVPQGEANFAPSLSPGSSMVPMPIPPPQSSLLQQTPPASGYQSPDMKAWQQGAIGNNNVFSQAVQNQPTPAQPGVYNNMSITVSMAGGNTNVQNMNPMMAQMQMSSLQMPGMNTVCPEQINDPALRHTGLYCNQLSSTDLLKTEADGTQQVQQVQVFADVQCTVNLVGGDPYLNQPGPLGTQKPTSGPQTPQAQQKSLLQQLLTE
ABHD5 PLIN5 PPI = inhibitors of human ABHD5-perilipin-5 interaction; AID 602281; inhibition, % at 4 µM; 0.78% of 360,000 active; Split G. princeps luciferase complementation, luminescence, 4 h;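 active = inhibition above the mean inhibition across every tested compound plus 3 SD, cut at about 22% in these data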;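 also: 0% = DMSO only wells and the 100% control is not disclosed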
NCOA3 inh = inhibits human SRC3 coactivator; Q9Y6Q9; HEK293 GAL4-SRC3 luciferase reporter, luminescence; inhibition, % at 3.6 µM; 0.17% of 360,000 active;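 active = inhibition above a per-campaign cutoff, the mean of all compounds plus 3 SD, cut at about 60% in these data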;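 also: 0% = DMSO-treated cells and 100% = gossypol-treated cells at 36 µM; higher means less SRC3-driven luciferase light from the GAL4 reporter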
TWEAK-Fn14 inh = blocks TWEAK-Fn14 interaction in a reporter cell assay. inhibition, % at 10 µM. 2% of 360,000 active. AID 1159606. TWEAK-stimulated Fn14 reporter cells, luciferase luminescence, 8 h; in the data active = inhibition above about 50%
TROY NFkB inh = inhibitors of TROY-dependent NF-kB signaling; inhibition, % at 10 µM; Q293 LMP1-TROYcd NF-kB luciferase reporter, 4 h; 0.98% of 360,000 active;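 active = compounds whose plate-normalised and pattern-corrected inhibition of the luciferase reporter signal at the single screening dose is 50% or more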
LRH-1 inv ag = suppresses constitutive activity of human LRH-1 | AID 602396 | HEK293T StAR-luciferase reporter, LRH-1 transfected, 24 h | inhibition, % at 3.6 µM | O00482 | 0.13% of 360,000 active;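 active = inhibition above the mean inhibition of all tested compounds plus 3 SD, cut at about 73% in these data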;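 also: 0% = DMSO wells and 100% = reporter-only cells lacking LRH-1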
SRC2 inh = inhibits human steroid receptor coactivator 2; HEK293 GAL4-SRC2 luciferase reporter, luminescence; inhibition, % at 9 µM; 0.17% of 370,000 active;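 active = inhibition above the mean inhibition of all tested compounds plus 3 SD, set per campaign, cut at about 52% in these data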;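 also: 0% = DMSO treated cells and 100% = cells given Gossypol at 36 µM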
TLR9-MyD88 inh = TLR9-MyD88 interaction inhibition. Q9NR96+Q99836. CHO BLA complementation TLR9-MyD88, CCF4 FRET ratio. inhibition, % at 4.98 µM. 0.21% of 340,000 active. AID 504734;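 active = inhibition above the mean over all tested compounds plus 3 SD, cut at about 21% in these data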;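 also: 0% = DMSO only wells and 100% = clavulanate BLA inhibitor control wells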
Granule exo inh = blocks lytic granule exocytosis. TALL-104 LAMP-1 surface exposure, flow cytometry; cells stimulated with thapsigargin and PMA. inhibition, % at 10 µM. 0.66% of 360,000 active. AID 651702;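 active = inhibition above about 55%, limit read from the data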
The depositor's hits bear a star; x = no result given.

Values run as follows: SRC1 inh, TLR9-MyD88 inh, NCOA3 inh, NOD2 RIPK2 PPI, SRC2 inh, Granule exo inh, ABHD5 PLIN5 PPI, TROY NFkB inh, TWEAK-Fn14 inh, LRH-1 inv ag, COUP-TFII inh
[1] Cc1ccc2c(CC(=O)OC3CCOC3=O)coc2c1 (stereo unspecified)
  -22, 1, 4, -14, -7, 1, -6, 2, 19, -14, -11
[2] CCOc1ccc(-c2[nH]ncc2-c2ccccc2)c(O)c1
  -20, -4, 10, -2, -3, -4, -14, 1, 4, -7, -15
[3] CSc1cccc(NC(=O)C2CCCN(S(=O)(=O)c3cnc[nH]3)C2)c1 (stereo unspecified)
  -1, 10, -22, 2, -3, -5, 0, 11, 8, 11, 6
[4] COc1ccc(/C=C/c2onc(C)c2S(=O)(=O)N2CCC(C(=O)N3CCCCCC3)CC2)cc1
  -13, 8, 7, 0, 14, 6, -4, 22, 6, 4, 27
[5] CN(CC(=O)Nc1ccc(F)cc1)C(=O)COC(=O)CN1C(=O)NC2(CCCC2)C1=O
  18, -8, 28, 0, 11, 9, 5, -5, 7, 6, -9
[6] O=C(O)CCS(=O)(=O)Cc1ccccc1Cl
  7, -14, 4, -6, -18, -3, -5, -17, -5, 8, 3
[7] O=C(COC(=O)C1CC1)Nc1nc(-c2ccc(F)c(F)c2)cs1
  -28, 7, -47, 8, -38, -7, -2, -21, -6, -37, -13
[8] Cc1cccc(S(=O)(=O)NCCC(=O)OC(C)C(=O)NC(=O)NC2CCCCC2)c1 (stereo unspecified)
  3, 3, 1, -3, -11, 0, -3, -4, 0, -3, -3
[9] OCC[C@@H]1C[C@H](O)[C@@H](O)[C@]2(OCc3cc(C(F)(F)F)ccc32)O1
  5, x, 2, -4, -27, -2, -3, -2, 9, 5, 13
[10] C=CCn1cc(-c2cccc(C(F)(F)F)c2)cc(C#N)c1=O
  -25, 6, 3, 0, -26, 8, 0, 2, -3, 11, 1
[11] Cc1ccc(NC2=CC(=O)CC(C)(C)C2)cc1F
  -36, 3, 7, -11, 20, -3, -3, 12, 3, -13, -18
[12] COc1ccccc1N1CCN(S(=O)(=O)c2ccc3nc(-c4ccccc4)[nH]c3c2)CC1
  7, 0, 17, 11, 8, -6, 0, 30, 29, -1, -2
[13] CC(=O)Nc1cccc(NC(=O)CSc2ncc(C(=O)Nc3ccccc3)c(=O)n2C)c1
  -14, 5, -8, 2, 15, 1, 19, 14, 2, 8, 10
[14] C=CCN1C(=O)c2ccccc2NC1c1ccc(Br)s1 (stereo unspecified)
  -38, -7, 4, -2, 6, -7, 2, 4, 42, 1, -20
[15] CCOc1ccccc1N(C)C(=O)c1nn(-c2ccc(OC)cc2OC)c(=O)c2ccccc12
  0, 4, 1, -7, 12, -2, -8, -1, -17, -14, 8
[16] COc1ccc(NC(=O)CSc2c3c(nc4ccccc24)CCC3)c(OC)c1
  6, -3, 22, 1, 5, 0, 5, 1, 10, -5, 2
[17] Cc1cc(C)cc(N2CCN(C(=O)N3CCOCC3)CC2)c1
  -22, -1, -41, 10, -15, -1, -13, 2, 5, 10, 1
[18] C[C@H](CO)N1C[C@H](C)[C@H](CN(C)Cc2ccc(Oc3ccccc3)cc2)Oc2cc(Br)ccc2S1(=O)=O
  -5, 7, -3, 2, 6, 1, -5, 3, 13, -10, 1
[19] C/C(=N\NC(=O)c1ccco1)c1ccc(NC(=O)c2cccs2)cc1
  -83, -2, -58, -7, -40, -2, -7, -45, -14, -150, -56
[20] COc1cccc(NC(=O)CN(C)C(=O)C(CCSC)NC(=O)c2ccco2)c1 (stereo unspecified)
  -2, -5, -2, 4, 3, 1, -6, 11, 7, 12, 3
[21] COc1ccccc1C1CCN(Cc2cccc3ccccc23)CC1
  -4, -2, -1, -4, 3, 60*, 1, -5, -5, -19, -8
[22] O=C(COc1ccc2c(c1)CCC2)Nc1ccccn1
  -49, 9, -10, 2, 41, -4, -1, 71*, 97*, -49, 37
[23] COc1ccc(N2CCN(Cc3nc4c(c(=O)n(C)c(=O)n4C)n3CC(C)=O)CC2)cc1
  8, -11, 18, 4, 14, -1, 0, 14, -4, 11, 17
[24] COC(=O)c1ccc(COc2ccccc2/C=C(\C#N)C(=O)Nc2c(C)cccc2C)cc1
  3, 16, 7, 13, -5, 6, 16, 32, 61*, 5, 8
[25] COc1cc(OC)c(S(=O)(=O)Nc2ccc(C)cn2)cc1NC(C)=O
  0, -15, 17, 3, -7, -2, 4, -8, -15, 7, -8
[26] Cn1c(SCC(=O)Nc2ccc(Br)cc2F)nnc1-c1ccco1
  -15, 1, 12, 7, -2, -2, -2, -36, -3, 21, 31
[27] COc1cccc(C(=O)NCC(=O)N/N=C/c2ccc3c(c2)OCO3)c1
  -1, 3, -12, -10, -11, 18, -2, -26, -12, 16, -19
[28] COc1ccc(Cl)cc1NC(=O)NC(C)c1ccncc1 (stereo unspecified)
  5, 1, 3, -3, 9, 4, 9, -17, -1, 6, 9
[29] CCOC(=O)c1nnn(-c2nn3nnnc3c3ccccc23)c1C
  -21, 2, 16, -12, 6, -1, -1, 18, 21, 19, 5
[30] O=C([C@H](Cc1ccccc1)N1C(=O)c2ccccc2C1=O)N1CCOCC1
  -26, 3, -2, -7, 5, 8, 0, 5, -30, -7, 11

Reformatted bar-delimited: part of the list above.
# | compound | SRC1 inh | TLR9-MyD88 inh | NCOA3 inh | NOD2 RIPK2 PPI | SRC2 inh | Granule exo inh | ABHD5 PLIN5 PPI | TROY NFkB inh | TWEAK-Fn14 inh | LRH-1 inv ag | COUP-TFII inh
19 | C/C(=N\NC(=O)c1ccco1)c1ccc(NC(=O)c2cccs2)cc1 | -83 | -2 | -58 | -7 | -40 | -2 | -7 | -45 | -14 | -150 | -56
11 | Cc1ccc(NC2=CC(=O)CC(C)(C)C2)cc1F | -36 | 3 | 7 | -11 | 20 | -3 | -3 | 12 | 3 | -13 | -18
3 | CSc1cccc(NC(=O)C2CCCN(S(=O)(=O)c3cnc[nH]3)C2)c1 (stereo unspecified) | -1 | 10 | -22 | 2 | -3 | -5 | 0 | 11 | 8 | 11 | 6

Individual results from the entries so far.
Entry of no. 26 under NOD2 RIPK2 PPI: 7
Entry of no. 19 under TLR9-MyD88 inh: -2
Entry of no. 22 under SRC1 inh: -49
Entry of no. 5 under SRC1 inh: 18

(further entries)
Values run as follows: SRC1 inh, TLR9-MyD88 inh, NCOA3 inh, NOD2 RIPK2 PPI, SRC2 inh, Granule exo inh, ABHD5 PLIN5 PPI, TROY NFkB inh, TWEAK-Fn14 inh, LRH-1 inv ag, COUP-TFII inh
[31] Cc1cccc(C(=O)N2CCN(S(=O)(=O)N3CCCCC3)CC2)c1
  13, -17, 13, 1, -10, -5, 2, 13, -4, -14, -5
[32] COC(=O)c1cccc(NC(=O)c2cccc(OC)c2)c1
  -61, -9, -79, -8, -62, 1, -6, -41, -52, -55, -45
[33] Cc1cc(NC(=O)CSc2ccc3nnc(-c4ccccn4)n3n2)no1
  -8, -5, 6, -10, 17, -1, 1, 13, -18, -32, 2
[34] COc1cc(NC(=S)N2CCCC(C)C2)c(OC)cc1Cl (stereo unspecified)
  5, -8, 11, 0, -43, -1, -11, 49, 13, -12, -4
[35] CC(=O)N1CCN(C(=O)c2ccc(S(=O)(=O)Nc3ccccc3C)cc2)CC1
  -2, 16, 9, -8, 15, 1, 3, -25, -5, 12, -6
[36] COc1ccccc1OCC(=O)NCCCN1CCOCC1
  9, -6, -2, -7, -15, -2, 0, -6, 6, 7, 3
[37] COc1ccc(N(CC(=O)NCCSc2ccccn2)S(=O)(=O)c2ccccc2)cc1OC
  1, -2, 16, 0, 2, 11, 5, -17, -8, -59, 11
[38] CCC(=O)N1CCc2cc(S(=O)(=O)CCC(=O)Nc3ccc(C(C)=O)cc3)ccc21
  -25, -9, -17, 4, -15, -3, 2, 9, 14, 9, 15
[39] CCc1ccc(NC(=O)Cn2cc([N+](=O)[O-])nc2C)cc1
  8, -2, -2, -7, 4, 0, -1, -4, 3, -7, 11
[40] C1CCCC(NC2=NCCO2)CCC1
  8, 8, -20, -4, x, -2, 0, 2, 9, -6, x
[41] O=Nc1c(O)[nH]c2ccc(Cl)cc12
  1, 6, -7, 17, 6, -1, -4, 15, 3, 18, -2
[42] CCCCNC(=O)C1Cc2cc(S(=O)(=O)N3CCCC3)ccc2N1C(C)=O (stereo unspecified)
  2, 4, 14, 0, -4, -1, 3, -8, 5, 7, -1
[43] NC(=O)C1CCN(C(=O)c2cc3c(s2)CCCCC3)CC1
  -55, -4, -77, 4, -36, -3, -6, -56, -6, -82, -32
[44] CC(=O)Nc1ccc2nsnc2c1
  10, x, 12, -6, -9, -4, 1, 7, -18, 9, 11
[45] COc1ccc(CN(Cc2cccn2C)C(=O)c2cc3cc(OC)ccc3[nH]2)cc1
  -15, -12, 7, -2, -21, 16, 5, 6, -28, -7, -1
[46] Cc1nn(CC(=O)NC(C)c2ccccc2)c(C)c1[N+](=O)[O-] (stereo unspecified)
  -6, -7, 15, -22, 4, -4, -5, 6, 1, -4, 9
[47] CCCCCCSc1nnc2[nH]c(=O)cc(N)n12
  -4, -1, -6, -5, 22, 0, 0, 5, 7, -7, 1
[48] CCCc1ccc(C(=O)NNC(=O)c2ccc(Cl)cc2)cc1
  5, 2, 3, 7, -14, 2, -4, -19, -22, -25, 2
[49] CC(C)CN1C(Nc2ccccc2)=NC[C@@H]1C
  -1, -4, 0, 3, -17, -10, 2, -9, 14, -3, -11
[50] C=CCn1c(Cc2c(C)[nH]c3ccccc23)nnc1SCC(=O)NCc1ccc(F)cc1
  -7, -13, -16, -3, 17, 3, -1, -7, 21, 2, 12
[51] CCOC(=O)C1CCN(C(=O)c2cc3c(=O)n4ccccc4nc3s2)CC1
  -50, -14, -9, -6, -37, -3, -3, -51, -20, -39, -29
[52] O=C(Nc1cccc(Oc2ccccc2)c1)C1Cc2c(-c3cccc(F)c3)ccnc2O1 (stereo unspecified)
  21, x, -10, -2, 31, 6, -8, -3, -5, -14, 14
[53] COc1cc(=O)[nH]c(SC(C)C(=O)Nc2ccc3ccccc3c2)n1 (stereo unspecified)
  -22, -2, 6, -2, -26, 1, -6, 18, 15, 11, -9
[54] CCC(=O)Nc1ccccc1Sc1ncnc2scc(-c3ccccc3)c12
  -3, -6, 7, 5, 4, 4, 1, 3, -21, -2, -4
[55] CC1(C)OC(=O)C2=C(C[C@@H](C3CCCC3)O[C@H]2c2ccc(Cl)cc2)O1
  x, x, x, -10, -11, 3, -4, -27, 2, 35, 3

Source: PubChem (several laboratories)

These rows are one share of the data; rates above refer to the full screens.
